IAP activation = activators of mouse IAP, confirmation, biochemical, luminescence, single concentration (AID 434970) | purified mouse IAP, CDP-Star luminescence, 30 min; hits give low values | activity change, negative = activation, % at 10 µM | 2.9% of 11,000 active; in the data active = activity change below about -85%;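 note: percent relative to enzyme plus DMSO wells and wells without enzyme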
IAP activation Fold change = also measured in IAP activation; calls as there; activation factor; measured here: IAP activation factor; hits give high values;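 fold luminescence change scaled to plate control wells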
* marks the source's active call; other numbers are inactive results. A portion of the library; the hit share may differ from the screen's.

IAP activation | IAP activation Fold change | Structure
-10 | 1.1 | CC(C)(C)NC(=O)COC(=O)c1nsc(Cl)c1Cl
6 | 0.94 | COc1cccc(C(=O)CSc2nc3cccnc3n2C)c1
-3 | 1 | COc1ccc(/C(O)=C2\C(=O)C(=O)N(c3cc(C)on3)C2c2ccccc2OC)cc1C (configuration not stated)
4 | 0.96 | O=C(Nc1ccc2c(c1)OCCO2)c1c(F)c(F)c(F)c(F)c1F
-11 | 1.1 | O=C(/C=C/c1ccccc1)N/C(=C/c1ccccc1)C(=O)NCCO
5 | 0.95 | CCCCCCCCN1N=N[C@H]2[C@H]1[C@@H]1C[C@H]2N(C(=O)OC(C)(C)C)O1
4 | 0.96 | Cc1ccc(C(=O)c2coc3ccc(OCC(=O)O)cc23)cc1
2 | 0.98 | Brc1ccccc1-c1nnc(CSc2nnc3sc4ccccc4n23)o1
-7 | 1.1 | COCCn1c(Sc2ccccc2)nc2c1c(=O)[nH]c(=O)n2C
-101* | 2* | CCOC(=O)c1ccc(NC(=O)NCCc2ccccc2OC)cc1
-7 | 1.1 | COc1ccc(-c2nnc(SCCOc3cccc(C)c3)n2N)cc1
-13 | 1.1 | CN(Cc1ccccc1)C(=O)Cn1cccc1C(=O)c1ccccc1
2 | 0.98 | COc1ccc(N/C(C)=C2/C(=O)C(=O)N(CCO)C2c2ccc(Br)cc2)cc1 (configuration not stated)
15 | 0.85 | COc1ccc(Cl)cc1C(=O)CSc1nnnn1C1CCCCC1
-2 | 1 | c1ccc(Cn2nnc3c(N4CCc5ccccc54)ncnc32)cc1
7 | 0.93 | Cc1ccc(C(c2sc3nc(C)nn3c2O)N2CCN(c3ccc(F)cc3)CC2)cc1 (configuration not stated)
14 | 0.86 | O=C(CCCSc1nc2ccccc2[nH]1)NC1=NCCS1
-12 | 1.1 | CCC(C)NC(=O)Cn1nc(C(F)(F)F)c2c1CCCC2 (configuration not stated)
-7 | 1.1 | CC#CCN1C=C(C(=O)OCC)C(C)N(Cc2ccc(Br)cc2)S1(=O)=O (configuration not stated)
16 | 0.84 | O=C(CCN1CCOCC1)Nc1ccccc1
13 | 0.87 | CCOC(=O)C(CC)Sc1nnc2c3cc(C)ccc3n(C)c2n1 (configuration not stated)
1 | 0.99 | Cc1csc(SCC(=O)NC(=O)NCc2ccccc2)n1
-6 | 1.1 | CC(C)[C@H]1COCCS(=O)(=O)N1Cc1ccccc1-c1ccc(C(C)(C)C)cc1
2 | 0.98 | COc1ccc(-c2nc3scc(-c4ccccc4)n3n2)cc1

Seven structures from above, sorted by length of the SMILES, descending:
IAP activation | IAP activation Fold change | Structure
5 | 0.95 | CCCCCCCCN1N=N[C@H]2[C@H]1[C@@H]1C[C@H]2N(C(=O)OC(C)(C)C)O1
-3 | 1 | COc1ccc(/C(O)=C2\C(=O)C(=O)N(c3cc(C)on3)C2c2ccccc2OC)cc1C (configuration not stated)
2 | 0.98 | COc1ccc(N/C(C)=C2/C(=O)C(=O)N(CCO)C2c2ccc(Br)cc2)cc1 (configuration not stated)
-7 | 1.1 | COc1ccc(-c2nnc(SCCOc3cccc(C)c3)n2N)cc1
15 | 0.85 | COc1ccc(Cl)cc1C(=O)CSc1nnnn1C1CCCCC1
-10 | 1.1 | CC(C)(C)NC(=O)COC(=O)c1nsc(Cl)c1Cl
6 | 0.94 | COc1cccc(C(=O)CSc2nc3cccnc3n2C)c1

Additional results
IAP activation | IAP activation Fold change | Structure
-7 | 1.1 | CC1=C(Sc2nc3ccccc3[nH]2)C(=O)NC(C)(C)C1
9 | 0.91 | c1ccc(-n2cnnc2SCc2nc3ccccc3s2)cc1
1 | 0.99 | N#Cc1ccc(N2CCN(c3ccc(F)cc3)CC2)cc1
11 | 0.89 | COc1ccccc1C(=O)Nc1nc(-c2cccs2)c(NC(C)=O)s1
-4 | 1 | CCOC(=O)c1[nH]c2ccc(OC)cc2c1N=CN(C)C
2 | 0.98 | c1ccc(Nc2nc(N3CCNCC3)nc(N3CCOCC3)n2)cc1
-97* | 2* | C#CCOCCOCCOCCNc1nc(N2CCN(C(=O)CCCCCCCCCCNC(=O)Cn3cc(C[C@@H](C)O)nn3)CC2)nc(N2CCN(C(=O)CCCCCCCCCCNC(=O)[C@@H](CCSC)n3cc(CCO)nn3)CC2)n1
-176* | 2.8* | C#CCOCCOCCOCCNc1nc(N2CCN(C(=O)CCCCCCCCCCNC(=O)Cn3cc(C[C@@H](C)O)nn3)CC2)nc(N2CCN(C(=O)CCCCCCCCCCNC(=O)[C@H](CCCCN)n3cc(C[C@@H](C)CC)nn3)CC2)n1
9 | 0.91 | Brc1ccc2ncnc(NCc3ccco3)c2c1
-14 | 1.1 | CCOC(=O)C1CCN(C(=O)c2c(-c3c(F)cccc3Cl)noc2C)CC1
-1 | 1 | Cc1cc(N2CCN(c3ccccc3)CC2)nc(-c2ccccc2O)n1
-8 | 1.1 | O=C(CSc1nc2ccccc2c(=O)n1-c1ccccc1)N1CCN(CCO)CC1
-16 | 1.2 | Cc1ccc(S(=O)(=O)NCCNS(=O)(=O)c2ccccc2Br)cc1
0 | 1 | Cc1ccc(NC(=O)CSc2nnc(CSc3nc(C)cc(C)n3)n2Cc2ccco2)c(C)c1
10 | 0.9 | COc1cc2cc(/C=C/C(=O)c3ccco3)c(Cl)nc2cc1OC
12 | 0.88 | Clc1ccc(N=c2ssnc2Cl)cc1
9 | 0.91 | COc1ccc(CCN(CC(=O)NC2CCCC2)C(=O)CCC(=O)Nc2cc(C)on2)cc1OC
-14 | 1.1 | CCC(=O)Nc1cccc(C2=NN(c3ccccc3)C(c3ccc(OC)cc3)C2)c1 (configuration not stated)
-1 | 1 | NCC(=O)NCC(=O)NC[C@H]1O[C@@H](n2cnc3c(N)ncnc32)[C@H](O)[C@@H]1O
18 | 0.82 | O=C1c2c(O)cc(O)cc2O[C@@]12c1c(cc(O)c3c1O[C@H](c1ccc(O)cc1)[C@@H](O)C3)O[C@@H]2c1ccc(O)cc1
7 | 0.93 | c1ccc(-c2onc3c2CCCC3)cc1
3 | 0.97 | Cc1ccc(Cl)cc1NC(=O)COC(=O)CC1CC2CCC1C2 (configuration not stated)
-20 | 1.2 | Cc1ccc(C(C(=O)NC2CCCCC2)N(Cc2ccco2)C(=O)C2COc3ccccc3O2)o1 (configuration not stated)
-3 | 1 | Cc1ccc(CNC(=O)CCS(=O)(=O)c2ccc(Br)s2)cc1
48 | 0.52 | C[C@@H]1O[C@@H](O[C@H]2[C@H](O)[C@@H](O)[C@H](Oc3c(-c4ccc(O)c(O)c4)oc4cc(O)cc(O)c4c3=O)O[C@@H]2CO)[C@H](O)[C@H](O)[C@H]1O
10 | 0.9 | CCN(CC)C(=O)C1CCCN(c2ccc([N+](=O)[O-])cc2/C=N/NC(=O)c2cccc([N+](=O)[O-])c2)C1 (configuration not stated)
2 | 0.98 | CCC(C)NS(=O)(=O)c1ccc(OCC(=O)NCc2ccco2)cc1 (configuration not stated)
-8 | 1.1 | Cc1cccc2c1CC(C)(C)N/C2=C\C(N)=O
2 | 0.98 | O=C(Nc1ccc2nc(-c3ccccc3)oc2c1)c1ccco1
-6 | 1.1 | COc1ccc(C2=NOC(C(=O)NCc3ccccn3)C2)cc1OC (configuration not stated)
-7 | 1.1 | CCOc1cccc(-c2nnc3n2N=C(c2cc(OC)ccc2OC)CS3)c1
2 | 0.98 | CC1=NN(/C(=N\c2nnc(C)s2)Nc2ccccc2)[C@H](c2cccc3ccccc23)S1
57 | 0.43 | N#Cc1c2c(c(NCc3ccco3)n3c1nc1ccccc13)CCC2
10 | 0.9 | CC1CCCCC1NC(=O)c1cncc(Br)c1 (configuration not stated)
13 | 0.87 | CCN(C(=O)CN1CCN(c2ccc(O)cc2)CC1)c1c(N)n(Cc2ccccc2)c(=O)[nH]c1=O
5 | 0.95 | O=C(/C=N/O)NCCCn1ccnc1
-68 | 1.7 | COc1ccc(C2=NOC(Cn3nc(-c4ccccc4)cc3C(=O)NCc3ccccc3OC)C2)cc1 (configuration not stated)
8 | 0.92 | CC(=O)c1ccc(Oc2ccc(C(C)=O)cc2)cc1
76 | 0.24 | O=c1oc2cc([N+](=O)[O-])ccc2nc1/C=C(O)/C=C/c1ccccc1
3 | 0.97 | COC(=O)c1ccccc1OCC(=O)N1CCN(c2ccc(OC)cc2)CC1
20 | 0.8 | O=C(NC(=S)NC1CCSC1=O)c1ccccc1Cl (configuration not stated)
-5 | 1.1 | CCOC(=O)C1=CNS(=O)(=O)NC1c1cccc(O)c1 (configuration not stated)
15 | 0.85 | O=S(=O)(c1ccc2c(c1)C(=NO)c1cc(S(=O)(=O)N3CCCCC3)ccc1-2)N1CCCCC1
5 | 0.95 | COC(=O)[C@@]1(C)[C@H]2C(=O)N(Cc3ccccc3)C(=O)[C@H]2[C@H]2CN=C(SCc3ccc(C#N)cc3)N21
3 | 0.97 | O=C(OCCCCN1C(=O)c2ccccc2C1=O)c1ccc(Br)o1
44 | 0.56 | Cc1cc(O)c(Sc2ncn[nH]2)cc1NS(=O)(=O)c1ccc(Cl)cc1
6 | 0.94 | O=C(Nc1ccccc1C(=O)OCc1nnc(-c2ccccc2)o1)c1ccco1
-1 | 1 | COC(=O)CC1Nc2ccccc2SC1=O (configuration not stated)
37 | 0.63 | Fc1cccc2sc(Nc3nnc(-c4ccccc4)o3)nc12
4 | 0.96 | O=C1c2cc(Br)ccc2OC2C=CC=CC12 (configuration not stated)
12 | 0.88 | O=c1nc2n(c3c4c(sc13)CCC4)CCC2
-5 | 1.1 | CCCc1n[nH]c2c1/C(=N\O)CCC2
0 | 1 | COc1ccc(-c2csc(C)n2)cc1
-1 | 1 | O=C(CCN1CCCC1)Nc1ccccc1
-164* | 2.6* | O=C(Nc1cccc(Cl)c1)NC1CC2CCC1C2 (configuration not stated)
-66 | 1.7 | S=C(NCCSCc1ccc(Cl)cc1Cl)Nc1ccccc1

(continued)
IAP activation | IAP activation Fold change | Structure
1 | 0.99 | O=C(Nc1ccc2c(c1)OCCO2)C1CCN(S(=O)(=O)c2cccc3nsnc23)CC1
16 | 0.84 | O=C(Cc1c[nH]c2ccccc12)Nc1nc2ccccc2[nH]1
-22 | 1.2 | CCCn1c(NCc2cc(C)ccc2O)nc2ccccc21
9 | 0.91 | CCc1nc2sc3c(c2c(=O)n1N)CCC3
0 | 1 | COc1cccc(-c2noc(-c3cccnc3)n2)c1
1 | 0.99 | Cc1ccccc1OCC(=O)NNC(=O)Nc1ccc(Cl)cc1
0 | 1 | Cc1cc(SCCC(=O)O)nc2c(C)cccc12
-109* | 2.1* | CC1CCCC(NC(=S)Nc2ccc(SC(F)F)cc2)C1C (configuration not stated)
-5 | 1.1 | Cc1nnc(SCC(C)C)[nH]c1=O
-6 | 1.1 | COc1ccc(-c2cc(CCC(=O)N3CCN(c4cc(C)ccc4C)CC3)[nH]n2)cc1
4 | 0.96 | Cn1c(CN2CCOCC2)nc2cc(NC(=O)c3ccc(Cl)cc3)ccc21
10 | 0.9 | CCCCCCSc1ncc(C#N)c(N)n1
12 | 0.88 | O=C(Nc1ccc2oc(-c3ccccc3)nc2c1)c1ccccc1F
7 | 0.93 | CCC1CCCCN1CCCNC(=O)CNC(=O)Cn1ccc2ccccc2c1=O (configuration not stated)
-9 | 1.1 | O=C(CCc1nc2ccccc2s1)N1CCN(S(=O)(=O)c2cccs2)CC1
-1 | 1 | Cc1ccc(S(=O)(=O)N2C[C@@H]3[C@H]4CC[C@H](C4)[C@@H]3[C@@H](C)[C@@H]2c2cn(Cc3ccccc3)c3ncccc23)cc1
-6 | 1.1 | CN(C)C(=O)CCc1ccc2c3c([nH]c2c1)[C@]1(CCC2CCCC2)[C@@H](C(=O)N2CCOCC2)C[C@H](CC(=O)NCCc2ccccn2)C(=O)N1CC3
1 | 0.99 | CC(=O)N1CCCc2cc(S(=O)(=O)N3CCN(c4ccccn4)CC3)ccc21
71 | 0.29 | COc1ccc(C(=O)OCC(=O)NC2CCCCCC2)cc1OC
-3 | 1 | CCCCCCC(=O)N/N=C/Cc1ccccc1
-7 | 1.1 | CCCN=C1N(CC)C[C@@H]2[C@@H]3C(=O)N(Cc4ccccc4)C(=O)[C@@H]3[C@](Cc3ccccc3)(C(=O)OC)N12
2 | 0.98 | CC1(C)COC(c2cccn2Cc2ccc(F)cc2Cl)=N1
-4 | 1 | CCNc1nc(NC(C)(C)C)nc(SC(C(C)=O)C(C)=O)n1
3 | 0.97 | O=C(Nc1ccc2snnc2c1)N1CCN(c2ccccc2)CC1

Six entries from above, with two lines to a compound:
Every second line gives: IAP activation | IAP activation Fold change
> COc1ccc(C2=NOC(C(=O)NCc3ccccn3)C2)cc1OC (configuration not stated)
    -6 | 1.1
> CCOc1cccc(-c2nnc3n2N=C(c2cc(OC)ccc2OC)CS3)c1
    -7 | 1.1
> CC1=NN(/C(=N\c2nnc(C)s2)Nc2ccccc2)[C@H](c2cccc3ccccc23)S1
    2 | 0.98
> N#Cc1c2c(c(NCc3ccco3)n3c1nc1ccccc13)CCC2
    57 | 0.43
> CC1CCCCC1NC(=O)c1cncc(Br)c1 (configuration not stated)
    10 | 0.9
> CCN(C(=O)CN1CCN(c2ccc(O)cc2)CC1)c1c(N)n(Cc2ccccc2)c(=O)[nH]c1=O
    13 | 0.87

(list continues)
IAP activation | IAP activation Fold change | Structure
3 | 0.97 | Nc1ncnc2c1ncn2CCOc1ccccc1
-1 | 1 | Cc1cc([N+](=O)[O-])nn1Cc1ccccc1F
0 | 1 | N#Cc1ccsc1NC(=O)c1cnccn1
2 | 0.98 | COc1cc(C2CC(=O)Oc3cc(C)cc(C)c32)cc(OC)c1OC (configuration not stated)
6 | 0.94 | Cc1c(NC2(c3nnnn3-c3ccc(Br)cc3)CCCCC2)c(=O)n(-c2ccccc2)n1C
-8 | 1.1 | COCCN(CCOC)Cc1cc(=O)oc2cc3c(cc12)CCC3
5 | 0.95 | CCOC(=O)c1c(C)[nH]c(C(=O)Cn2nnc(-c3ccccc3)n2)c1C
7 | 0.93 | O=C(Cn1cc(C(=O)c2cccs2)c2ccccc21)NCc1cccs1
-15 | 1.1 | CCOCCCNC(=O)C1CCCN1C(=O)NC1CCCCC1 (configuration not stated)
1 | 0.99 | O=C(c1ccc2snnc2c1)N1CCCCC1
19 | 0.81 | CCCC(=O)NC(=S)Nc1ccc(Cl)cn1
18 | 0.82 | COc1ccccc1NC(=S)NNC(=O)c1ccc(Cl)cc1Cl
3 | 0.97 | COC(=O)c1sccc1NC(=O)CSc1ccccc1NS(=O)(=O)c1ccccc1Cl
14 | 0.86 | Cc1ccc(C)n1NC(=O)c1ccc(Cl)cc1
